Screening data as filed in PubChem.
TrxR1 substrate: qHTS Assay for Substrates of Mammalian Selenoprotein Thioredoxin Reductase 1 (TrxR1): qHTS | Thioredoxin reductase 1, cytoplasmic (Rattus norvegicus), O89049 | 390,000 compounds, 0.01% hits | purified TrxR1 substrate turnover, NADPH consumption readout | AID 588456, 2011 | Potency, µM (top dose mostly 114 µM), inactives show top-dose activity change, negative = substrate turnover; note: potency is the fitted concentration of half-maximal effect; % is set by controls: 0 for no effect and ±100 for the full control effect; nearly all actives have a fitted effect of over 50% in size
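Rat TrxR1, dispensed at 90 nM, was prereduced with 400 uM NADPH (final) for 5 min at ~22 deg C, then incubated with compound 15 min before 400 uM selenite. A first-read NADPH fluorescence drop versus no-compound background flagged substrates.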
RGS4 inh: Inhibitors of Regulator of G Protein Signaling (RGS) 4: qHTS; Regulator of G-protein signaling 4 (Homo sapiens), P49798; Transcreener GDP fluorescence polarization, RGS4-accelerated GTP hydrolysis; Potency, µM (doses to about 114 µM), without a hit: at the top dose activity change, negative = inhibition, hits mostly inhibitors; 390,000 compounds, 0.039% hits; note: potency is the fitted concentration of half-maximal effect; % is set by controls: 0 for no effect and ±100 for the full control effect; nearly all actives have a fitted effect of over 75% in size; some results filed as inactive show a strong effect at the top dose
Target sequence (P49798 whole entry, looked up): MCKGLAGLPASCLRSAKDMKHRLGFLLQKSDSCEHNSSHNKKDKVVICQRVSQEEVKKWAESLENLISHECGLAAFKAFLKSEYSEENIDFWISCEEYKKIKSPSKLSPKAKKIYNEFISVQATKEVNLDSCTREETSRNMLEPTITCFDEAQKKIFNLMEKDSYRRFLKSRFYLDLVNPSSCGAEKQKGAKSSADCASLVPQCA
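MLSMR compounds (23 nl, pin-transferred) preincubated 10 min at room temperature with a 500nM (2x) first reagent, then RGS4 at 900nM (2x) plus Transcreener GDP mix added; fluorescence polarization (620/688 nm) read before and after 90 min at 30 °C.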
LDHA block: qHTS assay for inhibitors of human lactate dehydrogenase | purified LDHA, NADH/diaphorase-resazurin fluorescence; hits give low values | activity change, % (values are at about 110 or 230 µM) | 480,000 compounds, 0.15% hits; in the data active = activity change below about -30%; inconclusive = mostly about -25% to -30%;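 note: plate controls were DMSO wells for no effect and wells without enzyme for full effect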
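Human LDH5 at 2 nM final in Tris HCl pH 7.4 with 0.06 mM NADH and 0.2 mM pyruvate, reacted 5 minutes at room temperature. Remaining NADH coupled via diaphorase/resazurin; resorufin fluorescence read at 0 and 20 minutes, normalized to enzyme-free and DMSO wells.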
Glioma ERSR ind: qHTS for Inducers of the Endoplasmic Reticulum Stress Response (ERSR) in Human Glioma: qHTS; U87-MG GRP78 promoter luciferase reporter, 16 h; Potency, µM, for inactives: at the highest dose activation, hits mostly activators; 420,000 compounds, 0.02% hits; AID 602332, 2012; note: potency is the fitted concentration of half-maximal effect; series mostly up to about 76 µM; % of control where 0% means no effect; nearly all actives have a fitted effect of over 35% in size
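Stably transfected U87-MG human glioma cells carrying a GRP78-based luminescent sensor were seeded at 1000 cells/well, pin-dosed with compounds and incubated 16 h. Luciferase reagent was then added, and end-point luminescence was read after 10 min at room temperature.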
rTrxR1 inhibitor: qHTS Assay for Inhibitors of Mammalian Selenoprotein Thioredoxin Reductase 1 (TrxR1): qHTS | Thioredoxin reductase 1, cytoplasmic (Rattus norvegicus), O89049 | recombinant rTrxR1, NADPH fluorescence consumption, selenite substrate | Potency, µM (top dose mostly 114 µM), inactives show at the highest dose activity change, negative = inhibition, most hits filed as inhibitors | 390,000 compounds, 1% hits | AID 588453, 2011; note: potency is the fitted concentration of half-maximal effect; % is set by controls: 0 for no effect and ±100 for the full control effect; nearly all actives have a fitted effect of over 65% in size
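Rat TrxR1 (90 nM in the dispensed reagent) was pre-reduced with 400 uM NADPH for 5 min at room temperature, then incubated with compound for 15 min. After 400 uM selenite was added, NADPH fluorescence (Ex 340/Em 450 nm) was followed for 8 min.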
mIDH1 inhibitor: qHTS for Inhibitors of mutant isocitrate dehydrogenase 1 (IDH1): qHTS; Isocitrate dehydrogenase [NADP] cytoplasmic (Homo sapiens), O75874; IDH1-R132H enzyme, NADPH consumption, diaphorase/resazurin fluorescence; Potency, µM (series often up to 76.6 µM), for the others: top-dose activity change, negative = inhibition, hits mostly inhibitors; 390,000 compounds, 0.093% hits; note: potency is the fitted concentration of half-maximal effect; % is set by controls: 0 for no effect and ±100 for the full control effect; nearly all actives have a fitted effect of over 65% in size
Target sequence (O75874 whole entry R132H, stated change not applied): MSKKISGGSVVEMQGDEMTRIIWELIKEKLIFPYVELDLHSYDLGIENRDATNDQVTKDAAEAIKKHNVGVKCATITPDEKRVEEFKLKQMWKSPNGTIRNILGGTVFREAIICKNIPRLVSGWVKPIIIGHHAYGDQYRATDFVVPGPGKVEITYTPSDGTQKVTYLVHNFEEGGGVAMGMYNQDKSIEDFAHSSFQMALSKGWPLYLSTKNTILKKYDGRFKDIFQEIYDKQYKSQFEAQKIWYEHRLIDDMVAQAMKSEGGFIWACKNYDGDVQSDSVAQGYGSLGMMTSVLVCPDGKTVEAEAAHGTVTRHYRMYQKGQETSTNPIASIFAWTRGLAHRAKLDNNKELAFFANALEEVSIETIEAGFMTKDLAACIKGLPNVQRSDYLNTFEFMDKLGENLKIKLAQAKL
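IDH1-R132H (0.5 ug/mL dispensed) in pH 7.5 Tris buffer was preincubated 30 min with compound, then given a substrate mix of 0.016 mM NADPH and 2 mM alpha-KG for 80 min at room temperature; remaining NADPH was read by diaphorase/resazurin fluorescence.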
USP1 inh: Inhibitors of USP1/UAF1: Primary Screen | Ubiquitin carboxyl-terminal hydrolase 1 (Homo sapiens), O94782 | recombinant USP1/UAF1, Ub-Rhodamine cleavage fluorescence | Potency, µM (titrated, usually from 57.1 µM), inactives show at the top dose activity change, negative = inhibition, most hits filed as inhibitors | 390,000 compounds, 0.23% hits | AID 743255, 2014; note: potency is the fitted concentration of half-maximal effect; % is set by controls: 0 for no effect and ±100 for the full control effect; nearly all actives have a fitted effect of over 60% in size; inactives centre near -12
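USP1/UAF1 complex (1 nM) preincubated 15 min at room temperature with compound, then Ub-Rho substrate (150 nM final) added. Kinetic fluorescence at 480/540 nm over 6 reads at 60 s intervals; 50 mM HEPES pH 7.8, 0.5 mM EDTA, 0.1 mg/ml BSA, 1 mM TCEP, 0.01% Tween-20.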
Vif-A3G inh: qHTS for Inhibitors of Vif-A3G Interactions: qHTS | HeLa A3G-eYFP + Vif (tagged APOBEC3G with the HIV-1 protein that degrades it), YFP fluorescence, overnight | 410,000 compounds, 0.076% hits | AID 602310, 2012 | Potency, µM (top dose mostly 46.1 µM), inactives show at the highest dose activity, negative = active, most hits filed as inhibitors | DNA dC->dU-editing enzyme APOBEC-3G (Homo sapiens), Q9HC16;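 note: potency is the fitted concentration of half-maximal effect; % is set by controls: 0 for no effect and ±100 for the full control effect; nearly all actives have a fitted effect of over 60% in size; hits raise eYFP signal because A3G escapes Vif-driven loss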
Target sequence (Q9HC16 whole entry, looked up): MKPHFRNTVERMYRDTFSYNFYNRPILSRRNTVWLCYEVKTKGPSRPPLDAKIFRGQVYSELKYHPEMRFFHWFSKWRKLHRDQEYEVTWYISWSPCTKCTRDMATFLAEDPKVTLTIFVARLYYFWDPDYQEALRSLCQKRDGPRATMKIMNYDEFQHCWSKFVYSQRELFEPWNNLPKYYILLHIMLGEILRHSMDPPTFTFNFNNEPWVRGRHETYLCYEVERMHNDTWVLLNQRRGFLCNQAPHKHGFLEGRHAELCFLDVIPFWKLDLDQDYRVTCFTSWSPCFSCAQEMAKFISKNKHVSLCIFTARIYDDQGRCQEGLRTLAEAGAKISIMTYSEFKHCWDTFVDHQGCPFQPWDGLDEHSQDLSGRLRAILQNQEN
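Read-out is eYFP fluorescence (Ex 488/Em 500-530) from Vif-expressing HeLa A3G-eYFP cells; more signal means A3G escaped Vif-mediated degradation. Cells plated overnight, compound pinned in, incubated overnight at 37 deg C.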
Vif-A3F inh: qHTS for Inhibitors of Vif-A3F Interactions: qHTS | HeLa A3F-eYFP + Vif (tagged APOBEC3F with the HIV-1 protein that degrades it), YFP fluorescence increase | Potency, µM (titrated, usually from 46.1 µM), for inactives: at the top dose activity, negative = active | 390,000 compounds, 0.2% hits | AID 602313, 2012; note: potency is the fitted concentration of half-maximal effect; % of control where 0% means no effect; nearly all actives have a fitted effect of over 65% in size
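HeLa cells stably expressing A3F-eYFP plus Vif, plated and incubated overnight at 37 deg C, then exposed to compounds overnight at 37 deg C. Blocked degradation read as raised yellow fluorescence (Ex 488/Em 500-530).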
* marks the source's active call; other numbers are inactive results; ? = inconclusive; · = not tested or not shown; [ ] = dose if it differs, or a comment. Unless noted, calls come from the whole dose curve; as a rule, active = well fitted curve in the direction sought with a large enough effect; inconclusive = small, poorly fitted or top-dose-only effect, or another doubt; inactive = no such curve, though single readings can be large; an effect the other way counts as inactive or inconclusive. The list is partial. The share of hits here may be higher or lower than overall.

Order of results – TrxR1 substrate, RGS4 inh, LDHA block, Glioma ERSR ind, rTrxR1 inhibitor, mIDH1 inhibitor, USP1 inh, Vif-A3G inh, Vif-A3F inh
- CC(OC(=O)c1ccc(NC(=O)CC#N)cc1)C(=O)Nc1nc(-c2ccccc2)cs1 (stereo not given)
  -4%[57.1 µM], 12%, -10, 1%, 4%[57.1 µM], 0%, -13%, -4%, -13%
- CCCCN(CCCNC(=O)C1CCN(S(=O)(=O)N2CCOCC2)CC1)c1ccccc1
  -11%, -12%, -4, 4%, 2%, 3%, -8%, 7%, 14%
- CC(C)C[C@@H](CN)NC(=O)c1nc[nH]c1C(=O)N[C@@H](C)C(=O)CNC[C@H](CC(C)C)NC(=O)c1nc[nH]c1C(=O)N[C@@H](Cc1ccccc1)C(=O)O
  3%, -19%, 6, -2%, 5%, 8%, ?, 1%, 9%
- Cc1nn(CC(=O)NC2CCCC2)c(C)c1[N+](=O)[O-]
  1%, -16%, -13, -1%, 22%, -7%, -24%, 1%, 12%
- CCCC/C(O)=C1\C(=O)CCCC1=NCCc1c(C)[nH]c2ccc(OC)cc12
  -2%, -12%, 1, -4%, 5%, 3%, -19%, -2%, -3%
- COC(=O)[C@@H](Cc1ccccc1)NC(=O)NCCc1ccc(OC)c(OC)c1
  5%, 11%, 0, -5%, 11%, 1%, -23%, 2%, -6%
- CC1CCN(C2CCN(C(=O)c3ccccc3F)CC2)CC1
  7%, 6%, -10, -8%, 19%, 12%, -10%, -4%, 1%
- COc1cccc(Oc2nc(N)ncc2[N+](=O)[O-])c1
  1%[57.1 µM], 0%, -6, 4%, 1%[57.1 µM], -5%, -14%, 1%, 0%
- Cc1ccc(OCc2cc(C(=O)N3CCC(Oc4cccnc4)CC3)no2)cc1C
  0%, 2%, 0, 2%, 7%, -4%, -25%, 5%, -22%
- N#Cc1c(-c2ccccc2)cc(-c2ccccc2)nc1Br
  -2%, -25%, 1, -5%, 14%, 5%, -23%, 1%, -15%
- CCOc1ccc(Br)cc1C1C(C(=O)Nc2ccccc2OC)=C(C)Nc2nnnn21 (stereo not given)
  2%, 16%, -21, 1%, 16%, -23%, -24%, -6%, 1%
- C=CCn1c(=N)n(CC(=O)O)c2ccccc21
  14%[57.1 µM], 27%, -8, -1%, 12%, 1%, -5%, 0%, -2%
- Cc1ccc(NC(=O)COc2ccc3c(c2)CCC3)nc1
  -3%, -10%, -4, 6%, 6%, 2%, -15%, 0%, 3%
- CN(CC(=O)Nc1c(Cl)cccc1Cl)C(=O)c1ccccc1-c1nc2ccccc2s1
  1%, -12%, -1, -4%, 6%, -1%, -20%, 1%, 2%
- CCOc1ccccc1OCCn1nnc2ccccc21
  0%, 15%, -7, 5%, 2%, 3%, -17%, -2%, 1%
- COC(=O)c1ccc(CSc2ccccc2C)o1
  1%, -48%, 0, -3%, ?, 6%, -14%, -2%, -11%
- COc1ccc(CCN(C)C2CCCN(C(=O)Cn3cccn3)C2)cc1OC (stereo not given)
  -8%, 23%, 0, -1%, ?, -19%, -1%, 4%, -23%
- COc1ccc(-c2nnc(SCC(=O)Nc3ccc(C(=O)O)cc3)n2-c2ccc(Cl)cc2)cc1
  1%, -16%[56.9 µM], -1, 5%, 13%, 3%, -23%, -8%, 4%
- CCOC(=O)CC1OC(=O)c2cc3c(cc21)C(=O)OC3CC(=O)OCC (stereo not given)
  -1%, 0%, -2, -4%, -9%[57.1 µM], 4%, -6%, 1%, 8%
- O=C(COc1ccc(Cl)cc1)Nc1nc(-c2ccc(S(=O)(=O)N3CCOCC3)cc2)cs1
  4%[57.1 µM], -31%, -1, -4%, 11%[57.1 µM], 2%, -12%, 4%, 5%
- COC(=O)c1cc(C#N)c(N(C)Cc2ccccc2)nc1C
  2%, 0%, 3, -4%, -1%, 4%, -16%, 0%, -1%
- CN(Cc1ccc(Cl)c(Cl)c1)C(=O)CN1C(=O)NC2(CCCC2)C1=O
  -10%, -26%, -4, -4%, -13%, 8%, -17%, 1%, 0%
- CCOc1ccc(CNC(=O)C2CCN(Cc3cc4ccccc4n3Cc3ccccc3C)CC2)cc1
  2%[57.1 µM], 11%, -4, -2%, 23%[57.1 µM], 2%, -31%, 1%, -9%
- COc1ccc(CNC(=O)c2ccc3c(c2)CCN3S(=O)(=O)c2ccc(C)cc2)cc1
  -4%, -1%, -1, -2%, 19%, 2%, -13%, 2%, 0%
- CC(C)COC(=O)N(C)C[C@H]1OCc2cnnn2CCCC(=O)N([C@H](C)CO)C[C@H]1C
  ·, ·, -12, -2%, ·, -4%, -27%, -3%, -5%
- CC(=O)N/C(=C/c1ccc2c(c1)OCO2)C(=O)Nc1ccccc1
  1%, -27%, -2, 6%, 15%, -2%, -30%, -6%, -2%
- Fc1cccc(Cc2noc(CN3CCCCC3CCc3ccccn3)n2)c1 (stereo not given)
  1%, 9%, -4, -2%, 16%, -9%, -5%, 4%, -6%
- Nc1ccc(-c2c3ccc(=O)cc-3oc3cc(O)ccc23)cc1C(=O)O
  -23%, -3%, 2, -2%, -22%, -8%, 22µM*, 9%, 3%
- Cc1ccc2occ(CC(=O)Nc3c(C(=O)Nc4ccc(Cl)cc4)oc4ccccc34)c2c1
  16%, 6%, -2, -4%, 10%, -5%, -17%, -8%, -10%
- O=S(=O)(c1ccc2c(c1)OCCO2)N1CCC(n2nnc3cc(C(F)(F)F)ccc32)CC1
  6%[57.1 µM], -1%, -4, -1%, 31%[57.1 µM], 4%, -17%, 3%, -13%
- COc1ccc(CN(CC(O)COc2cccc3[nH]cc(C)c23)C(C)(C)C)cc1 (stereo not given)
  -8%, 13%, -4, 1%, 5%, 3%, -12%, 0%, -1%
- Oc1ccccc1C=NNC(=S)Nc1ccc(F)cc1
  8%[57.1 µM], -34%, 5, 4%, -16%, -3%, -8%, -11%, 3%
- COc1ccc(OC)c(C2NC(=S)NC3=C2N2CCC3CC2)c1 (stereo not given)
  6%[57.1 µM], 35%, -3, 0%, 12%[57.1 µM], 12%, -19%, 3%, -37%
- CC(=O)Nc1ccc(NC(=O)CC2(CC(=O)N3CCOCC3)CCCC2)cc1
  6%, 33%, -3, -2%, 0%, 11%, -11%, 2%, 0%
- C=CCNC(=O)c1ccc2c(c1)nnn2C
  -6%, -9%, -16, -8%, 2%, -1%, -5%, 1%, -3%
- CC(=O)OCC1OC(Sc2cccc3cccnc23)C(OC(C)=O)C(OC(C)=O)C1OC(C)=O (stereo not given)
  62%[activator], -16%, 0, ?, -10%, 7%, -24%, 0%, -1%
- CC(C)CN(C(=O)COC(=O)Cc1c[nH]c2ccccc12)C1CCS(=O)(=O)C1 (stereo not given)
  -1%, -14%[56.9 µM], -7, -6%, 0%, 12%, -2%, -6%, -3%
- CN(C)CCNC(=O)c1cccc2[nH]c(-c3ccncc3)nc12
  12%[11.4 µM], -13%, 5, ?, 8%[11.4 µM], 5%, -11%, -2%, 4%
- O=C(c1cccnc1)N1CCN(Cc2ccc3ccccc3c2)CC1
  1%, -3%, ?, 0%, 4%, 0%, -18%, 1%, -5%
- CC(C)(C)C(=O)COC(=O)c1ccccc1O
  -8%, -5%, -6, -2%, -9%, 5%, -14%, 0%, 7%
- CCSc1nc(CC)c2c(c1C#N)CCCC2
  -7%, 4%, -5, -4%, -7%, 0%, -11%, -2%, -1%
- Cn1c(SCC(=O)NNC(=O)c2ccccc2Br)nnc1C(F)(F)F
  0%, 13%, -5, -2%, 13%, -9%, -2%, -1%, -6%
- O=C1CC(/C=C/c2ccncc2)=Nc2ccccc2N1
  -5%, 5%, -4, 2%, -23%, -7%, ?, -29%, -2%
- O=C(NCc1ccco1)c1ccc2c(c1)C(=O)c1ccccc1-2
  4%[57.1 µM], -36%, -4, 0%, 20µM*, -1%, 7%, 2%, -8%
- Cc1ccc(N=C2N=C(N)c3ccccc32)c(C)c1
  -1%, -11%, 2, -10%, 1%, 3%, -21%, -14%, -3%
- Cc1sc2ncnc(NCCc3ccc(S(N)(=O)=O)cc3)c2c1C
  -2%, 23%, -1, -4%, 8%, 0%, 1%, 4%, 3%
